Bioassay records deposited in PubChem by MTDP.
RNase H inhibition: RNase H inhibition, HIV 1 Gag Pol polyprotein, FRET biochemical assay, screening (AID 372) | inhibition, % at 10 µM; hits with a dose series show IC50 in µM | hit rate 0.77% among 100,000 | HIV-1 RT RNase H, FRET RNA/DNA substrate fluorescence; higher % means a stronger effect; in the data active = inhibition above about 50%
The depositor's hits bear a star; & = joins results of further samples. The list is partial; count on the stated rates, not on these rows.

SMILES	RNase H inhibition
O=C(CN1C(=O)/C(=C/c2cccc(Br)c2)SC1=S)Nc1ccc2c(c1)OCO2	35.0%
O=C(Nc1ccc(Cl)cc1)C1CC2c3ccccc3C1c1ccccc12 (stereo not given)	5.0%
Cc1ccc(C(=O)Nc2ccc(Cl)c(-c3nc4ncccc4o3)c2)cc1	15.0%
O=C(O)COc1ccc(/C=C2\C(=O)NC(=S)N(c3ccc(F)cc3)C2=O)cc1Br	6.0%
COc1ccc(C2C(=O)c3ccccc3C2=Nc2cccc(C(C)=O)c2)cc1 (stereo not given)	0.0%
CCOc1cc(C2C(C(=O)OCCOC)=C(C)NC3=C2C(=O)CC(c2ccccc2)C3)cc(Br)c1O (stereo not given)	10.0%
Cc1cc(OCC(=O)N(C)Cc2ccccc2)ccc1Cl	5.0%
Cc1[nH]n(-c2ccc([N+](=O)[O-])cc2)c(=O)c1C=NC1CCCCC1	4.0%
O=C(COc1ccc(Cl)cc1)NC12CC3CC(CC(C3)C1)C2	14.0%
CCOc1cccc(OCCOCCOc2ccccc2C)c1	33.0%
C/C(C=O)=C\c1ccc(/C=C(C)/C=C2/SC(=S)N(c3ccccc3)C2=O)cc1	15.0%
C=CCOc1ccc2c(C)c(Cl)c(=O)oc2c1C	8.0%
COC(=O)c1sccc1NC(=O)c1ccc(Br)cc1	6.0%
NC(=O)c1cccc(N=Cc2cccc([N+](=O)[O-])c2)c1	0.0%
COc1ccc(C(=O)Oc2cccc3c(OC)ccc(C=O)c23)cc1OC	7.0%
C#CCn1cc(/C=C2\C(=O)NC(=O)N(c3ccc(Cl)cc3)C2=O)c2ccccc21	18.0%
C=CCn1c(-c2ccc(C(C)(C)C)cc2)n[nH]c1=S	14.0%&3.0%
CCOC(=O)C1CCN(Cc2ccc(NC(C)=O)cc2)CC1	14.0%
O=C1CCCC/C1=C/Nc1ccc(N/C=C2\CCCCC2=O)cc1	8.0%
OC(COCc1ccccc1)CN1CCN(C(c2ccccc2)c2ccccc2)CC1 (stereo not given)	27.0%
NC(=O)Cn1cc(/C=C2\C(=O)NC(=O)N(Cc3ccccc3)C2=O)c2ccccc21	15.0%
CCN(CC)S(=O)(=O)c1cc(-c2nnc(-c3ccc(Br)cc3)o2)ccc1Cl	21.0%
CCOC(=O)C1=C(C)N=c2s/c(=C\c3ccc(-c4ccc(C)cc4[N+](=O)[O-])o3)c(=O)n2C1c1ccc(OC)c(OC)c1 (stereo not given)	11.0%
CCOc1ccc(/C=N/N2CCN(C(c3ccccc3)c3ccccc3)CC2)cc1	5.0%
Cc1cc(-c2ccc(/C=c3/sc4nc5ccccc5n4c3=O)o2)cc([N+](=O)[O-])c1C	1.0%
CCN(CC)C(=O)/C(=C/c1cccc([N+](=O)[O-])c1)NC(=O)c1ccc(C)cc1	7.0%
Cc1ccc(OCC(=O)Nc2ccc(I)cc2C)c(C)c1	16.0%
CCOC(=O)c1ccc(N=C2SC(C(=O)O)CC(=O)N2C)cc1 (stereo not given)	3.0%
Cc1c(C)c2ccc(OCc3cc4c(cc3Cl)OCO4)cc2oc1=O	9.0%
CC(C1COc2ccccc2O1)N1C(=O)CCC1=O (stereo not given)	5.0%
CCOC(=O)C1=C(C)N=c2s/c(=C\c3cccc(OCc4ccccc4Cl)c3)c(=O)n2C1c1ccccc1 (stereo not given)	0.0%
Cc1onc(-c2ccccc2)c1C(=O)N1CCN(c2ccccc2)CC1	0.0%
CCOC(=O)c1ccc(NC(=O)CSc2nnnn2-c2c(C)cc(C)cc2C)cc1	55.0%*
CCOc1cc(C=Nc2ccc(N3CCOCC3)cc2)ccc1OC(=O)c1ccccc1I	15.0%
COc1ccc(N(CC(=O)NCCSCc2cccc(Cl)c2)S(C)(=O)=O)cc1	29.0%
COc1ccc(S(=O)(=O)N/N=C/c2c(C)[nH]c3ccccc23)cc1	11.0%
Cc1ccc(S(=O)(=O)N/N=C/c2c(C)cc(C)cc2C)cc1	0.0%
CCc1ccc(NC(=O)CSc2nc3ccccc3s2)cc1	36.0%
CC(=O)C1=C(C)NC(=O)NC1c1cccc([N+](=O)[O-])c1 (stereo not given)	2.0%
CC(=O)Oc1cccc(/C=C2\C=C(c3ccc(Br)cc3)OC2=O)c1	19.0%

Fetched one by one from the list above, 2 records:
SMILES	RNase H inhibition
COc1ccc(N(CC(=O)NCCSCc2cccc(Cl)c2)S(C)(=O)=O)cc1	29.0%
CCOC(=O)C1=C(C)N=c2s/c(=C\c3cccc(OCc4ccccc4Cl)c3)c(=O)n2C1c1ccccc1 (stereo not given)	0.0%

(list continues)
SMILES	RNase H inhibition
CC1=C(C(=O)OCc2ccccc2)C(c2ccc(OCc3ccccc3)cc2)NC(=O)N1C (stereo not given)	16.0%
O=C(NC1C2CC3CC(C2)CC1C3)c1ccc(Cl)cc1Cl (stereo not given)	2.0%
CCOc1ccc2ccc(OCC)c(/C=C3/SC(=S)NC3=O)c2c1	9.0%
CC(=O)c1cc(C(=O)Nc2ccccc2C(=O)O)oc1C	0.0%
CCC(=O)Nc1ccc(NC(=O)/C=C/c2ccco2)cc1	4.0%
CCOC(=O)c1[nH]c(=O)c2ccccc2c1O	2.0%
COc1cccc(/C=N\NC(=O)C2COc3cc4ccccc4cc3O2)c1O (stereo not given)	6.0%
O=C(Nc1ccc(-c2nc3ccccc3s2)cc1)c1ccc([N+](=O)[O-])o1	0.0%
O=C1c2ccccc2C(=O)N1/N=C/c1ccc(Cl)c([N+](=O)[O-])c1	15.0%
COc1ccccc1N1C(=O)C(=Cc2cccn2C)C(=O)NC1=S	23.0%
C(=C\c1nc(N2CCCC2)c2ccccc2n1)/c1ccccc1	23.0%
CCOC(=O)c1ccc(N2C(=O)C3C(C2=O)C2(C)c4ccccc4C3(C)c3ccccc32)cc1 (stereo not given)	4.0%
COC(=O)c1c(NC(=O)c2c(OC)cccc2OC)sc2c1C(C(=O)OC)CC2 (stereo not given)	4.0%
O=C(Nc1ncn[nH]1)c1cccc(Br)c1	18.0%
Cc1cccc(OCC(=O)O/N=C(\N)c2cccnc2)c1	7.0%
O=C(NNC(=O)C(c1ccccc1)c1ccccc1)c1cccc(Br)c1	14.0%
Cc1ccc(Nc2cc(N3CCOCC3)c3noc4c3c2C(=O)c2ccccc2-4)cc1	10.0%
COc1ccc(/C=C2/SC(=S)N(c3ccccc3)C2=O)cc1Br	7.0%
Cc1c(/C=C/c2nc3ccccc3c(=O)n2C)c2ccccc2n1C	16.0%
O=S(=O)(Cc1ccccc1)Nc1nccs1	17.0%
Cc1cc2c(N=NC(=O)c3ccc(O)cc3)c(O)[nH]c2cc1Br	4.0%
O=C(N/N=C/c1cc([N+](=O)[O-])ccc1Cl)c1cccc(Cl)c1	15.0%
CCOC(=O)C1=C(C)N=c2s/c(=C\c3ccc(-c4ccccc4C(=O)O)o3)c(=O)n2C1c1ccc(OC)cc1OC (stereo not given)	18.0%
COc1cc(/C=C2\C(=O)NC(=O)N(C)C2=O)cc([N+](=O)[O-])c1O	4.0%
COC(=O)c1ccc(-n2c(C)cc(C=O)c2C)c(C)c1	0.0%
CCOc1ccccc1OCCOCCOc1ccc(C)cc1Cl	26.0%
O=C1C(=O)N(c2ccccc2)C(c2ccc(Cl)cc2)/C1=C(/O)c1ccccc1 (stereo not given)	0.0%
COc1cccc(N2C(=O)CC(N3CCN(C(c4ccccc4)c4ccccc4)CC3)C2=O)c1 (stereo not given)	9.0%
COc1cc(/C=C2\SC(=S)N(c3cccc(C(F)(F)F)c3)C2=O)cc(OC)c1OC	18.0%
Cn1cc(/C=C(/C#N)C(=O)Nc2cccc(Br)c2)c2ccccc21	14.0%
COC(=O)c1ccc(Oc2ccc(OC(C)=O)cc2)cc1	0.0%
COC(=O)C(C)Oc1cc2oc(=O)c3c(c2cc1Cl)CCC3 (stereo not given)	4.0%
COC(=O)c1ccccc1NC(=O)CN(c1ccc(C(C)C)cc1)S(=O)(=O)c1ccccc1	11.0%
CCOc1cc(C2C(C(=O)OCCSCC)=C(C)NC3=C2C(=O)CC(c2ccccc2)C3)ccc1O (stereo not given)	9.0%
O=C(/C=C/c1ccc(OCc2ccccc2)cc1)c1cccc(Br)c1	15.0%
CC(C)(C)C1(O)CC(C(F)(F)F)=NN1C(=O)COc1ccccc1 (stereo not given)	9.0%
COc1ccccc1NC(=O)c1c(NC(=O)C(C)(C)C)sc2c1CCCC2	26.0%
CCOC(=O)c1cnc2cc(-c3cccs3)[nH]n2c1=O	0.0%
Cc1cc(C)nc(SC/C=C/CSc2nc(C)cc(C)n2)n1	2.0%
CC(C)C12CN3CC(C(C)C)(CN(C1)C3c1c[nH]c3ccccc13)C2=O (stereo not given)	9.0%
COc1ccc(/C=C(\NC(=O)c2ccc(Cl)cc2)C(=O)NCc2cccnc2)cc1OC	11.0%
CCC(c1ccccc1)c1nnc(NC(=O)Nc2ccccc2)s1 (stereo not given)	10.0%
O=c1c2c3c(sc2ncn1/N=C/c1ccc(Cl)cc1)CCCC3	6.0%
O=[N+]([O-])c1cc2c(cc1C=Nc1ccc(OC(F)(F)F)cc1)OCO2	20.0%
CC(=O)Oc1ccc(C(=O)O)c(OC(C)=O)c1	0.0%
CC(=O)Nc1ccc2c(c1)C(=O)c1ccccc1C2=O	4.0%
CN(C)Cc1c(O)ccc2cc(-c3nc4ccccc4s3)c(=O)oc12	0.0%
COc1ccccc1NC(=O)/C(=C\c1ccco1)NC(=O)c1cccs1	5.0%
COc1ccccc1CNC1CCCCC1C (stereo not given)	12.0%
CCOc1ccc(N(CC(=O)N2CCN(c3ccccc3)CC2)S(C)(=O)=O)cc1	9.0%
COc1cc(NC(=O)c2ccc([N+](=O)[O-])cc2Cl)ccc1NC(=O)c1ccco1	3.0%
Cc1cc(C)c(COCCOCc2c(C)cc(C)c(/C=N/O)c2C)c(C)c1/C=N/O	16.0%
CCOC(=O)c1c(NC(=O)CCc2ccccc2)sc2c1CCC2	36.0%
Cc1cccc(C(=O)NNC(=O)c2ccccc2C)c1	4.0%
Cc1ccccc1N1C(=O)c2cccc3c(N4CCNCC4)ccc(c23)C1=O	7.0%
COc1cccc(/C=C2\SC(=S)N(Cc3ccccc3)C2=O)c1OC	44.0%
CCOCCOCCC(C(=O)O)P(=O)(c1ccccc1)c1ccccc1 (stereo not given)	1.0%
Brc1cccc(CN2CCN(Cc3ccccn3)CC2)c1	2.0%
O=C(COc1ccccc1[N+](=O)[O-])N/N=C/c1cc(O)c(Br)cc1Br	14.0%
C=C(C)Cn1c(SCCC(=O)OC)nc2sc3c(c2c1=O)CC(C)(C)OC3	6.0%

Going on with the list:
SMILES	RNase H inhibition
Cc1ccc(C2CC(C(F)(F)F)n3ncc(C(=O)N4CCSCC4)c3N2)cc1 (stereo not given)	11.0%
Cn1c(=O)c(-c2ccccc2N)nc2cc3ccccc3cc21	7.0%
Oc1ccc(Br)cc1/C=N/Nc1cc(N2CCCCC2)nc(N2CCCCC2)n1	7.0%
C/C(=N\NC(=O)c1ccccc1Cl)c1ccc(O)cc1	4.0%
CCOc1cccc(-c2nnc(NC(=O)Nc3ccccc3)s2)c1	13.0%
CCN1C(=O)/C(=C/c2c(NCCCn3ccnc3)nc3c(C)cccn3c2=O)SC1=S	14.0%
CN(CCO)CC(O)Cn1c2ccc(Br)cc2c2cc(Br)ccc21 (stereo not given)	18.0%
COc1cc(/C=C2/SC(=S)NC2=O)cc(Br)c1OCc1ccccc1F	42.0%
CCCCOC(=O)Cn1c(=N)n(CCN(CC)CC)c2ccccc21	5.0%
CCN1C(=O)C(=Cc2ccc(OC)cc2OC)C(=O)NC1=S	1.0%
O=C1CCC(C(=O)OCC(=O)c2ccc([N+](=O)[O-])cc2)N1 (stereo not given)	5.0%
Cc1ccc(Cl)cc1NC(=O)c1c(-c2c(Cl)cccc2Cl)noc1C	11.0%
CC1CN(c2ccc([N+](=O)[O-])cc2)CCN1C(=O)c1ccc(Cl)cc1 (stereo not given)	13.0%
O=C(Nc1ccc(Br)cc1)c1ccccc1F	11.0%
O=C1S/C(=C\c2ccc([N+](=O)[O-])cc2)C(=O)N1Cc1ccccc1	12.0%
Cc1c(C=C(C#N)C#N)c(C)c([N+](=O)[O-])c(C)c1[N+](=O)[O-]	0.0%
CCN1CCN(Cc2ccc3c(c2)c2ccccc2n3CC)CC1	23.0%
O=C1C(Cl)=C(Nc2ccc(O)cc2)c2c(Cl)c(Cl)c(Cl)c(Cl)c21	24.0%
COc1cc(/C=N/n2cnnc2)cc(Br)c1OCc1ccc(Cl)cc1Cl	13.0%
O=C(CC(=S)c1cccs1)c1ccncc1	9.0%
COc1ccc2c(c1OC)C(=O)N(c1nc(-c3ccc(O)cc3)cs1)C2=O	8.0%
COc1ccc(CN2CCN(Cc3ccc(OC)c(OC)c3OC)CC2)cc1OC	1.0%
COc1ccc2ccccc2c1/C=N/NC(=O)c1cccc(C)c1	4.0%
C=CCNc1nc(-c2ccc(C)cc2C)cs1	0.0%
Cc1ccc(CNC(=O)/C=C/c2ccccc2)cc1	0.0%
N#Cc1cc(C#N)c(SCc2ccc([N+](=O)[O-])cc2)nc1N	9.0%
CCOC(=O)c1c(-c2ccccc2)c[nH]c1C	8.0%
Brc1ccc2ncnc(NCc3cccnc3)c2c1	7.0%

Sorted by SMILES length (descending): some entries from above
SMILES	RNase H inhibition
Cc1c(C=C(C#N)C#N)c(C)c([N+](=O)[O-])c(C)c1[N+](=O)[O-]	0.0%
CC1CN(c2ccc([N+](=O)[O-])cc2)CCN1C(=O)c1ccc(Cl)cc1 (stereo not given)	13.0%
COc1ccc2c(c1OC)C(=O)N(c1nc(-c3ccc(O)cc3)cs1)C2=O	8.0%
O=C1CCC(C(=O)OCC(=O)c2ccc([N+](=O)[O-])cc2)N1 (stereo not given)	5.0%
COc1cc(/C=N/n2cnnc2)cc(Br)c1OCc1ccc(Cl)cc1Cl	13.0%
N#Cc1cc(C#N)c(SCc2ccc([N+](=O)[O-])cc2)nc1N	9.0%
COc1ccc2ccccc2c1/C=N/NC(=O)c1cccc(C)c1	4.0%
CCN1CCN(Cc2ccc3c(c2)c2ccccc2n3CC)CC1	23.0%
Cc1ccc(CNC(=O)/C=C/c2ccccc2)cc1	0.0%
CCOC(=O)c1c(-c2ccccc2)c[nH]c1C	8.0%
Brc1ccc2ncnc(NCc3cccnc3)c2c1	7.0%
C=CCNc1nc(-c2ccc(C)cc2C)cs1	0.0%
O=C(CC(=S)c1cccs1)c1ccncc1	9.0%
